Source: PubChem BioAssay (National Center for Advancing Translational Sciences (NCATS))
Pf Dd2 inh – qHTS Primary assay for Inhibitors of Plasmodium falciparum Dd2 growth in vitro; AID 1347417, 2020; actives 4.3% (n = 120,000); Potency, µM (highest dose often 28.9 µM), for inactives: at the highest dose activity, negative = inhibition, usual class: inhibitors; P. falciparum Dd2 growth, SYBR Green, 72 h; active means well fitted inhibition curve with a large enough effect; inconclusive means small, poorly fitted or top-dose-only effect; inactive means no such curve, though single readings can be large or run the other way;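 further: plate controls were DMSO vehicle for no effect and reference drug for full effect; nearly all actives have a fitted effect of over 65% in size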
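Readout: SYBR Green fluorescence, 485 nm excitation, 535 nm emission, after ~16 h lysis at 37C. Before that, Dd2-infected red cells (2.5% hematocrit) grew 72 h with compound, 29 uM top final concentration.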
The depositor's hits bear a star; i = inactive; ? = inconclusive; [ ] = remark or other dose. Potency means the concentration at half of the fitted maximal effect. The list is partial; count on the stated rates, not on these rows.

structure | Pf Dd2 inh
COc1ccc2c(Sc3ccccc3)c(C(=O)N3CCC(C)CC3)[nH]c2c1 | 22%
COCCN1C(=O)c2cccn2CC1CNC(=O)c1ccc(Cn2ccnc2)o1 (stereo not given) | i
O[C@@H]1CCN(Cc2nc(C3(O)CCN(C4CCOCC4)CC3)cs2)C1 | 9%[44.1 µM]
CN(C)C(C(=O)N1CCC(OCc2cccnc2)CC1)c1cccc(F)c1 (stereo not given) | 1%
Cc1ccc([S+](=O)([O-])N2CCn3c(nn(-c4ccc([N+](=O)[O-])cc4)c3=O)C2)cc1 | -18%
c1ccc(-c2cn3c(n2)CO[C@@H](CNC2CCOCC2)C3)cc1 | ?
CN(C)C[C@@H]1CN(S(C)(=O)=O)C[C@H]1NC(=O)CCn1cccn1 | 27%
Cc1ccc(C)c(Cn2c(C3CC(=O)N(c4ccccc4C)C3)nc3ccccc32)c1 (stereo not given) | ?
O=C(CN1C(=O)COc2ccc(S(=O)(=O)N3CCCC3)cc21)N1CCN(c2ccccc2F)CC1 | -7%
O=C(CCc1nc2ccccc2s1)N1[C@H]2CC[C@@H]1c1cnc(-c3ccc(F)cc3)nc1C2 | ?
CC1=C(C(=O)Nc2ccc(Cl)cc2)C(c2ccccc2)n2ncc(C(=O)Nc3ccccc3)c2N1 (stereo not given) | ?
CCOc1ccc(C(=O)NCCc2csc(-c3cccnc3)n2)cc1 | 9%

3 of the compounds above, with each value named:
> O[C@@H]1CCN(Cc2nc(C3(O)CCN(C4CCOCC4)CC3)cs2)C1
  Pf Dd2 inh: 9%[44.1 µM]

> CN(C)C(C(=O)N1CCC(OCc2cccnc2)CC1)c1cccc(F)c1 (stereo not given)
  Pf Dd2 inh: 1%

> Cc1ccc([S+](=O)([O-])N2CCn3c(nn(-c4ccc([N+](=O)[O-])cc4)c3=O)C2)cc1
  Pf Dd2 inh: -18%

(next part)
structure | Pf Dd2 inh
O=C(c1ccco1)N1CCCC(c2noc(COc3ccccc3)n2)C1 (stereo not given) | ?
O=C(c1cnc(N2CCCCC2)c2ccccc12)N1CCN(c2ccc(Cl)cc2)CC1 | ?
COc1cc(-c2nnc(SCC(=O)N(C)C3CCCCC3)o2)cc(OC)c1OC | ?
Cc1nc(C)c(C(=O)NCC23CCC=C2N(CC2CC2)C(=O)CC3)s1 (stereo not given) | -11%
CCOc1ccc(C(=O)c2oc3ccccc3c2NC(=O)c2cc(-c3ccc(C)cc3)on2)cc1 | 14%
Cc1ccn2c(=O)cc(COc3cccc(NC(=O)Nc4cccc(Cl)c4C)c3)nc2c1 | -1%
CCN1CCOC(=O)C1CC(=O)Nc1cc(Cl)ccc1C (stereo not given) | -2%
O=C(NCC12CCCC=C1N(Cc1ccccc1)C(=O)CC2)c1ccncc1 (stereo not given) | -26%
COCc1ccc2c(c1)c(OC(C)(C)C(=O)NCC(F)(F)F)nn2Cc1cccnc1 | 5%[44.1 µM]
CSc1nc2c([nH]c3ccccc32)c(=O)n1-c1ccc(C)cc1 | i
CCOc1cc(CNC(=O)c2sc3ncnc(N(C)C4CCCCC4)c3c2C)ccc1OC | i
CC1(C)CC(=O)c2cc(-c3nc(-c4ccc(F)cc4)cs3)c(=O)[nH]c2C1 | -7%

(continued)
structure | Pf Dd2 inh
O=C(CSc1nc(-c2ccc(F)cc2)[nH]c1-c1ccc(F)cc1)Nc1ccc2c(c1)OCO2 | ?
Cc1ccc(C(=O)N2CCC3(CC2)C(C(=O)O)CC(=O)N3C)s1 (stereo not given) | 7%
CCc1cnc(C)nc1N1CCC2(CC1)CC(c1ccccc1)C(=O)N2C (stereo not given) | -4%
CC(=O)Nc1ccc(CN2C3CCC2CN(C(=O)Nc2ccccc2F)C3)cc1 | i
O=C(NC1CC1)c1ccccc1OC1CN(Cc2ccsc2)C1 | i
CCOC(=O)N1CCC(N2CCc3nc(-c4ccc(Cl)cc4)[nH]c3C2)C1 (stereo not given) | ?
CCOc1ccccc1CNC(=O)CCCN1C(=O)CCn2nc(-c3cccn3C)cc21 | ?
Cc1ncc(CO)c(CN2CCCC3(Cc4ccccc4CNC3=O)C2)c1O (stereo not given) | -3%
COc1ccc(CN2CCC3(CC(=O)NC3=O)C2)cc1OCc1ccccc1 (stereo not given) | ?
CCCn1nc(C)c2c1NC(=O)CC2c1ccc(OCC(N)=O)c(OC)c1 (stereo not given) | -21%
CN1CCN(C(CNC(=O)C(=O)Nc2ccccc2C#N)c2ccc3c(c2)OCO3)CC1 (stereo not given) | -17%
O=C1NC(=NC2CCCCC2)C2(CCN(Cc3ccsc3)C2)N1c1cccnc1 (stereo not given) | ?

Next part
structure | Pf Dd2 inh
COc1ccc(NC(=O)N[C@H]2CO[C@H]3[C@@H]2OC[C@@H]3n2nnnc2Oc2ccccc2)cc1 | ?
CCCCOc1ccc(CNC(=O)c2ccc(NC(=O)N3CCSc4ncccc43)cc2)cc1 | 9%
CCn1cc(S(=O)(=O)NCCc2noc(-c3ccncc3)n2)cn1 | 38%
CCC(c1cccnc1)N(C)C(=O)c1cc(COc2ccccc2)[nH]n1 (stereo not given) | 5%
COCCNS(=O)(=O)c1cc(C(=O)O)cc(-c2cccc3cccnc23)c1 | -2%
CC(C)CCN1CCNC(=O)C1CC(=O)NCc1ccc(O)cc1O (stereo not given) | 19%
COCCCn1c(C)cnc1C1CCN(S(=O)(=O)Cc2ccccc2)C1 (stereo not given) | ?
CCc1cccc(NC(=O)c2ccc3c(c2)N(Cc2cccc(Cl)c2)C(=O)c2ccccc2S3=O)c1 (stereo not given) | ?
CCOc1ccccc1-c1noc(CSc2nnc(-c3ccccc3)n2-c2cccc(C)c2)n1 | ?
OCC1(CCCc2ccccc2)CCN(Cc2cccc(-n3cccn3)c2)CC1 | ?
COCC(=O)N1CCN2C(=O)N(C)C[C@H]2C1 | -1%[44.1 µM]
CN1CCC2(C1)CN(CC1CCOCC1)c1ccc(C(=O)NCc3ccccc3)cc12 (stereo not given) | i

Going on with the list:
structure | Pf Dd2 inh
O=C(c1cc(C2CC2)nc2onc(C3CCNCC3)c12)N1CCCCC1 | -14%
CCO[C@H]1CN(C(=O)Cn2ncc3ccccc3c2=O)C[C@@H]1O | -10%
O=C(NCc1cccc(Cl)c1)C1CCN(C(=O)c2ncn3c2COC(c2ccccc2)C3)CC1 (stereo not given) | i
COc1ccc(NC(=O)NC[C@H]2O[C@@H]3C[C@@H](CC(=O)NCc4cnn(C)c4)O[C@@H]3[C@@H]2O)cc1 | i
Cc1ccc(N2Cc3c(ncnc3N3CCC(O)CC3)CN(C)C2=O)cc1 | ?
CCc1nnc(CNC(=O)c2cc(S(N)(=O)=O)ccc2F)s1 | -19%
O=C(c1ccccn1)N1C[C@@H]2C[C@H](C1)c1ccc(NS(=O)(=O)c3cccs3)c(=O)n1C2 | 28%
N#Cc1cccc(NC(=O)NC[C@H]2C[C@@H]3CCN2C[C@@H]3CN2CCCCC2)c1 | -2%[44.1 µM]
Cc1ccc(CN2CCSc3ccc(C(=O)N4CCN(c5cc(C)ccc5C)CC4)cc32)cc1 | 11µM*
C#CCNC(=O)[C@H]1O[C@H](CCN(CCOC)CCOC)CC[C@@H]1O | 5%[44.1 µM]
CC(C)c1nc2c(c(-c3ccc(O)cc3)n1)CN(C(=O)c1ccccc1F)CC2 | -8%
O=C1NCCCCCN[C@H]2CCCC[C@@H]12 | i

Molecules shown so far that have two or more sulfur atoms (2):
structure | Pf Dd2 inh
CCc1nnc(CNC(=O)c2cc(S(N)(=O)=O)ccc2F)s1 | -19%
O=C(c1ccccn1)N1C[C@@H]2C[C@H](C1)c1ccc(NS(=O)(=O)c3cccs3)c(=O)n1C2 | 28%

Other compounds
structure | Pf Dd2 inh
CN1C(=O)C(CC(=O)N2CCC(N)CC2)(Cc2ccccc2)c2ccccc21 (stereo not given) | -3%
O=C(Cn1c(=O)c2ccccc2n(CC(=O)Nc2ccc(F)cc2F)c1=O)NCCc1ccccc1 | 19%
CC[C@H]1CN(C(=O)C2CC2)CC[C@H]1CC(=O)N1CCC(C(=O)OC)CC1 | -6%[44.1 µM]
O=C1CCN(S(=O)(=O)c2ccc3c(c2)CCC3)CCCC(C(=O)NCc2ccccc2)CCN1 (stereo not given) | -12%
CCCN1C[C@@H](CO)[C@H](c2nc(CCOC)no2)C1 | -7%
COc1cccc(-c2cc(C(=O)NCc3ccccc3)[nH]n2)c1 | -8%
CC(C)N1C(=O)C2(CCCC2)C1C(=O)NC1CCCCC1 (stereo not given) | 9%
Cc1ccc(S(=O)(=O)c2c(Nc3ccc(C)c(C)c3)sc(C(=O)c3ccc4c(c3)OCO4)c2N)cc1 | ?
Cc1ccc(-c2cc(N3CCCN(C(=O)COc4ccccc4)CC3)n[nH]2)cc1C | i
CCS(=O)(=O)Nc1ccc(C)n(CC(=O)NC(C)c2ccccc2)c1=O (stereo not given) | ?
COc1ccccc1C(=O)N1CCC2(CN[S+](=O)([O-])c3cccnc3O2)C1 (stereo not given) | 48%[activator]
Cc1ccc(C(=O)Nc2ccccc2F)cc1S(=O)(=O)N1CCOCC1 | -14%

Further structures follow.
structure | Pf Dd2 inh
O=C(Cn1nc2n(c1=O)CCCCC2)NCc1ccc(F)cc1 | 27%
COc1ccc(NC(=O)C2CCCN(S(=O)(=O)c3ccc4c(c3)CCCC(=O)N4)C2)cc1OC (stereo not given) | 8%
O=C(Nc1ccc(F)c(Cl)c1)c1cc2n(n1)CC(c1ccc(Cl)cc1)OC2 (stereo not given) | -18%
COc1cc(-c2onc(C)c2C(=O)NCCCSC)cc(OC)c1OC | ?
CCC(=O)NCCc1nc2cc(NC(=O)c3cccc(Br)c3)ccc2n1C | -19%
CCc1ccc(C(=O)N2CCCN(S(C)(=O)=O)c3ccccc32)cc1 | ?
Cc1ccc([S+](=O)([O-])N2CCn3c(nnc3-c3ccccc3)C2)cc1 | i
Cc1ccsc1C(=O)N1CC(Oc2cccc(-c3nc(-c4ccccc4)no3)c2)C1 | 18%[5.79 µM]
Cc1ccccc1Cn1c(=O)n(Cc2ccco2)c(=O)c2sc3ccccc3c21 | ?
Cc1cc(C)c(S(=O)(=O)NCC(c2ccco2)S(=O)(=O)c2cccs2)c(C)c1 (stereo not given) | 62%[activator]
CCc1ccc(NC(=O)CCn2c(-c3ccc(OC)cc3)cc(C(C)=O)c2C)cc1 | -24%
CCN1C(=O)Cc2ccccc2C1C(=O)NCc1ccc(OC)cc1 (stereo not given) | -6%

(next part)
structure | Pf Dd2 inh
Cc1ccc(C2Cn3nnc(C(=O)NCc4ccc(F)cc4Cl)c3CO2)cc1 (stereo not given) | -20%
O=C1Nc2ccccc2CC12CN(Cc1ccc(F)c(F)c1F)C2 | ?
CCCNC(=O)N1CCC(Oc2ncccc2C(=O)N(C)C)C1 (stereo not given) | i
CCN1CCC2(CCC1=O)CN(Cc1noc(CC(C)C)n1)CCN2C (stereo not given) | -11%
CC(=O)N[C@H]1CC[C@]2(C)CC[C@@H]([C@H](C)C(=O)NCc3ccco3)[C@H](O)[C@H]2[C@@H]1C | -21%[44.1 µM]
CCN1c2cc(C(=O)NCc3cccc(C)c3)ccc2C(=O)N2CCCCC21 (stereo not given) | i
COc1nnc(-c2ccc(N3CCCCC3)c(NC(=O)c3ccc(Cl)cc3)c2)c2ccccc12 | ?
O=C(Nc1cccc(C(F)(F)F)c1)N[C@H]1CO[C@H]2[C@@H]1OC[C@@H]2n1cc(CC2CCCCC2)nn1 | ?
COc1cc(OC)c(OC)cc1/C=C/c1nc2cc3ccccc3cc2c(=O)n1-c1ccccc1Br | i
CCOC(=O)c1cnc2c(C)c(Cl)ccc2c1Nc1ccc(N2CCOCC2)cc1 | ?
CC(C)COc1ccc(C(=O)Nc2cccc(-c3nc4ccccc4[nH]3)c2)cc1 | ?
O=C(Cc1cccs1)Nc1ccc2c(c1)CN(Cc1ccccc1F)C(=O)CO2 | i

The listing continues.
structure | Pf Dd2 inh
Cc1ccc(-n2c(SCC(=O)Nc3ccc4c(c3)OCCO4)nc3c([nH]c4ccccc43)c2=O)cc1 | ?
COc1ccccc1CC(=O)Nc1ccc2nc(Nc3cccc(Cl)c3)cc(C)c2c1 | ?
COCC1CN(S(=O)(=O)c2cnc[nH]2)CC12CCNCC2 (stereo not given) | 46%[activator]
O=C(CSCc1cnn(-c2ccccc2)c1-n1cccc1)NCc1ccccc1F | -10%
Clc1ccc(-c2noc3ncnc(NCCc4ccccc4)c23)cc1 | ?
CCc1ccccc1-n1c(N)c(C(=O)OC)c2nc3ccccc3nc21 | -12%
CN1CCN(c2oc(-c3ccc(COc4ccc(Cl)cc4)o3)nc2C#N)CC1 | ?
O=C(NCc1cccnc1)C1c2ccccc2C(=O)N(C2CCCC2)C12CCCCC2 (stereo not given) | -25%
COC(=O)[C@@H]1Cc2ncn(C(C)C)c2CN1C(C)=O | -5%[44.1 µM]
O=C(O)C1=NOC2CN(CC3CCCCC3)CC12 (stereo not given) | 4%[44.1 µM]
COc1ccccc1N1CCN(C(=O)Cn2c(=O)nc(-c3ccccc3)c3ccccc32)CC1 | 11µM*
CC(C)N1C(=O)Cc2ccccc2C1C(=O)NCc1ccccc1Br (stereo not given) | -27%

3 compounds from above, ordered by molecular weight, rising.
structure | Pf Dd2 inh
COC(=O)[C@@H]1Cc2ncn(C(C)C)c2CN1C(C)=O | -5%[44.1 µM]
CCc1ccccc1-n1c(N)c(C(=O)OC)c2nc3ccccc3nc21 | -12%
COc1ccccc1N1CCN(C(=O)Cn2c(=O)nc(-c3ccccc3)c3ccccc32)CC1 | 11µM*
